ADAM17 inh: ADAM17 inhibitors, primary screen, biochemical, QFRET | Disintegrin and metalloproteinase domain-containing protein 17 (Homo sapiens), P78536 | recombinant ADAM17, EDANS/DABCYL FRET peptide cleavage | inhibition, % at 6.95 µM | hit rate 0.83% among 370,000;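 active means inhibition above the mean of compounds lying between control limits plus 3 SD, set per campaign, cut at about 8.5% in these data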;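 further: 0% = DMSO-only wells as the low control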
PLC-gamma1 inh: PLC-gamma1 enzyme inhibitors, primary screen, biochemical, fluorescence, purified enzyme; 1-phosphatidylinositol 4,5-bisphosphate phosphodiesterase gamma-1 (Homo sapiens), P19174; fluorogenic substrate; inhibition, % at 12.2 µM; hit rate 0.84% among 370,000; in the data active means inhibition above about 9.5%
MBD2 DNA inh: inhibitors of MBD2 binding to methylated DNA, primary screen, biochemical, TR-FRET, DNA-binding domain, human; inhibition, % at 4.4 µM; hit rate 0.31% among 370,000; Methyl-CpG-binding domain protein 2 (Homo sapiens), Q9UBB5; AID 686964, 2013; MBD2 binding to methylated oligonucleotide; in the data active means inhibition above about 13%
Target sequence (Q9UBB5 whole entry, looked up, the tested form may be a part): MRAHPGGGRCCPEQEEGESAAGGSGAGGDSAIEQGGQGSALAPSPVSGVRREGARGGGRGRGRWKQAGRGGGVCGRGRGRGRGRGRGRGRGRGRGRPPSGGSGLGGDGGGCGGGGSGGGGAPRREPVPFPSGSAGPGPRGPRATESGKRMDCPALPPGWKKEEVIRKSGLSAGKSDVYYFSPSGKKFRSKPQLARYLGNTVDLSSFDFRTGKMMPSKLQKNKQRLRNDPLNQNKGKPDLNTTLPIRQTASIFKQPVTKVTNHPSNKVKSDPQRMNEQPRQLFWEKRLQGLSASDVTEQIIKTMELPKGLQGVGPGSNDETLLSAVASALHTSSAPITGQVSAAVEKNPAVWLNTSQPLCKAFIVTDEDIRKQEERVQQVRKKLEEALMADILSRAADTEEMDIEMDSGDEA
NR1D1 modulator: modulators of Rev-erb alpha DNA binding, primary screen, biochemical, FITC-DNA, fluorescence polarization, uHTS; hit rate 0.79% among 370,000; Nuclear receptor subfamily 1 group D member 1 (Homo sapiens), P20393; AID 1259318, 2017; Rev-erbα–FITC-DNA binding, 90 min; activity, % at 10 µM;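 active means activity above about 14%, limit read from the data; passing the limit was not always enough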;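 further: 0% = DMSO wells with 35 nM protein and 100% = DMSO wells with 750 nM protein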
DAX1 inh-1: DAX1 (NR0B1) inhibitors, primary screen, cell-based, HEK293, Gal4-DAX1, luciferase luminescence; Nuclear receptor subfamily 0 group B member 1 (Homo sapiens), P51843; HEK293 Gal4-DAX1 luciferase reporter; inhibition, % at 6.75 µM; hit rate 0.99% among 340,000; AID 504766, 2011;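 active means inhibition above the mean over all tested compounds plus 3 SD, cut at about 4.2% in these data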;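 further: 0% = DAX1-transfected cells with DMSO and 100% = empty-vector control cells with DMSO; inhibition shows as a rise in luminescence from relieved DAX1 repression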
Target sequence (P51843 207-470 limits assumed): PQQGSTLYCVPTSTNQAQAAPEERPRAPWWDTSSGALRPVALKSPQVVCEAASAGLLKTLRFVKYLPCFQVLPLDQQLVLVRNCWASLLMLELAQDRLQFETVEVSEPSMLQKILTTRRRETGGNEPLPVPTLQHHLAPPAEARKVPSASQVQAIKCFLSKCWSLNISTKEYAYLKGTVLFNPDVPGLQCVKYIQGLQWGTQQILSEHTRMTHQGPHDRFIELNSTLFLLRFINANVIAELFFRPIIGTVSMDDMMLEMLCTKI
DAX1 inh-2: DAX1 (NR0B1) inhibitors on StAR promoter, primary screen, cell-based, luminescence, SF-1 (NR5A1), full-length DAX-1. HEK293T StAR-luciferase reporter, SF-1/DAX-1 repression relief. inhibition, % at 6.8 µM. hit rate 1.1% among 370,000. AID 652010, 2013;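 active means inhibition above the mean over all tested compounds plus 3 SD, cut at about 3.6% in these data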;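 further: 0% = DAX-1 cells with DMSO and 100% = cells lacking DAX-1 with DMSO; higher inhibition means more luminescence from relief of DAX-1 repression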
PLCb3 inh: human PLC-beta3 inhibitors, primary screen, biochemical, fluorescence; 1-phosphatidylinositol 4,5-bisphosphate phosphodiesterase beta-3 (Homo sapiens), Q01970; Purified PLC-beta3, fluorogenic substrate; inhibition, % at 12.2 µM; hit rate 0.18% among 370,000; AID 720704, 2013; in the data active means inhibition above about 11%;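 further: 0% = median of compound wells on plate and 100% = full blocker control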
SMARCA2 activ: SMARCA2 (BRM) function activators, primary screen, cell-based, luminescence, high throughput | hit rate 1% among 370,000 | MG213 cells, MMTV-luciferase reporter, dexamethasone, overnight | AID 652017, 2013 | activation, % at 9.1 µM; in the data active means activation above about 7.8%;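 further: 0% = vehicle wells and 100% = reference activator wells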
hgDAF-12 ag: H. glycines DAF-12 receptor agonists, primary screen, cell-based, luminescence, HEK293, GAL4 fusion, UAS-luciferase; HEK293 GAL4-hgDAF12 UAS-luciferase reporter, agonist luminescence; normalized to butyrate control; activation, % at 6.8 µM; hit rate 1.8% among 370,000;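 active means activation above a cutoff set at the mean of all screened compounds plus 3 SD, cut at about 10% in these data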;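 further: 0% = DMSO wells and 100% = sodium butyrate wells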
hcDAF-12 act: H. contortus DAF-12 nuclear receptor activators, primary screen, cell-based, luminescence, HEK293, lit1-tk-luc reporter; HEK293 hcDAF-12 lit1-tk-luc reporter; 0% DMSO, 100% Δ7-dafachronic acid; activation, % at 6.8 µM; hit rate 1.4% among 370,000;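 active means activation above the mean of all tested compounds plus 3 SD, cut at about 5.5% in these data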;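 further: 100% = response to 3 µM Δ7-dafachronic acid high control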
ssDAF12 agonist: S. stercoralis DAF-12 nuclear receptor activators, primary screen, cell-based, luminescence, HEK293, GRIP1 co-expression, lit1-tk-luc; Nuclear hormone receptor DAF-12 (Strongyloides stercoralis); HEK293 ssDAF-12/GRIP1 lit1-tk-luc reporter; % of 3 µM dafachronic acid response; activation, % at 6.8 µM; hit rate 1% among 370,000; AID 652126, 2013;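 active means activation above the mean over all tested compounds plus 3 SD, cut at about 0.9% in these data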;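 further: 0% = DMSO-only wells and 100% = 3 µM delta7-dafachronic acid wells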
Active calls of the source: *; x = not tested or not shown.

SMILES	ADAM17 inh	PLC-gamma1 inh	MBD2 DNA inh	NR1D1 modulator	DAX1 inh-1	DAX1 inh-2	PLCb3 inh	SMARCA2 activ	hgDAF-12 ag	hcDAF-12 act	ssDAF12 agonist
O=C(COC(=O)c1ccccc1Br)NCC1CCCO1 (stereo not drawn)	-5	0	1	3	0.9	0.1	2	2	2.4	-0.6	-0.8
Cc1ccc(S(=O)(=O)N(CC(=O)N2CCC(C)CC2)c2ccccc2)cc1	-4	1	3	-2	0.2	0.0	-3	-3	0.2	-1.3	-0.8
O=C(O)c1ccc(N=Nc2c(O)[nH]c3ccc(Br)cc23)cc1	-2	1	0	4	3.4	1.3	-8	6	11*	5.4	0.4
Nc1nc(NCc2ccco2)nc(N2CCN(Cc3ccccc3)CC2)c1[N+](=O)[O-]	1	5	-4	4	0.1	0.2	7	-6	-2.5	-1.4	-2.3
CCOC(=O)c1sc(N2C(=O)C(O)=C(C(=O)c3ccco3)C2c2ccc(C)o2)nc1C (stereo not drawn)	0	-21	1	4	-0.4	-0.5	-36	-3	-2.3	-1.4	-1.5
CCCCNC(=O)c1c[nH]c2ccc(S(=O)(=O)N3CCOCC3)cc2c1=O	-46	2	9	0	-0.3	0.3	-17	-5	3.5	-0.4	-1.0
O=C(NCC1CCCO1)c1ccc(NC(=O)c2cc(F)c(F)cc2Cl)cc1 (stereo not drawn)	-4	1	-3	2	-0.8	0.0	-1	-1	-0.1	-2.1	-0.8
O=C(Nc1nc2c(Cl)ccc(Cl)c2s1)c1ccco1	-4	-34	2	-4	1.6	0.5	-37	-1	0.6	5.6*	0.0
O=C(CSc1nc2cc(Cl)ccc2s1)NC(=O)NCc1ccco1	-3	-4	9	-1	-0.6	-1.0	-10	0	-0.8	-0.1	-0.2
COC(=O)[C@]1(Cc2ccccc2)N[C@H](c2ccc(-c3ccccc3)cc2)[C@@H]2C(=O)N(C)C(=O)[C@@H]21	0	2	-2	-1	-0.3	-0.5	2	0	-3.3	-0.3	-1.3
CSCCOC(=O)C1=C(C)NC(=O)NC1c1ccc2c(c1)OCO2 (stereo not drawn)	-4	0	-4	0	0.5	0.0	-7	-1	0.9	-0.8	-1.2
COc1ccc(S(=O)(=O)N2CCCCC2)cc1NC(=O)CNc1ccccc1C(C)=O	-9	-55	2	-2	-0.4	-2.8	-74	-5	-2.4	-2.7	-1.4
Cc1ccc2c(c1)C1CS(=O)(=O)N(Cc3ccccc3)C(=O)N1C2 (stereo not drawn)	-5	-1	-1	-1	x	-0.7	1	-2	-1.2	-2.2	-0.7
CN(C)c1ccc(/C=N/NC(=O)C2CC2c2ccccc2)cc1 (stereo not drawn)	-185	-61	6	-5	1.9	-0.7	-84	-2	-4.2	-0.9	-0.6
COc1ccc2c(c1)SCC(=O)N2C	-1	5	4	5	2.7	0.0	2	-3	2.6	1.1	-0.9
CC(C)(C)Cc1c(-c2ccccc2)nc2ccc(Cl)cn12	0	-3	9	8	0.2	0.4	-2	-1	-0.1	1.9	-1.0
Cc1[nH]c2ccccc2c1C(=O)C(=O)NCc1nnnn1-c1cccc(F)c1	1	-1	-3	-3	-0.6	0.5	2	-2	5.0	-1.9	-1.0
CC1CCCCC1NC(=O)c1ccc(CNc2c(N3CCCC3)c(=O)c2=O)cc1 (stereo not drawn)	-3	1	2	-9	0.8	-0.4	5	-3	-1.5	-1.8	-1.3
COc1ccccc1CC(=O)Nc1cc(OC)c(NC(=O)c2ccccc2)cc1OC	-5	-8	6	4	-1.3	-0.7	-11	-3	-1.8	-4.2	-1.8
O=C(NC(c1ccc(F)cc1)c1ccc2ccccc2n1)C1CCN(CCOc2ccc(F)cc2)CC1 (stereo not drawn)	8	3	2	8	x	0.8	7	-5	3.2	0.9	-1.3
CC(=O)Nc1cccc(OCc2c(F)cccc2Cl)c1	5	5	-3	1	0.4	-0.4	7	-5	-4.2	-2.1	-1.7
O=C(C[C@H]1CC[C@H](NC(=O)Nc2ccccc2F)[C@@H](CO)O1)NCc1ccc(-c2ccccc2)cc1	-2	-1	1	3	x	-0.5	2	-5	-0.8	0.2	-0.2
Cn1c(=O)n(CC(=O)Nc2cccnc2)c2ccccc21	-4	-4	-1	1	2.0	-0.1	-4	-3	2.1	-1.4	-0.5
O=C(CCc1nc2ccccc2[nH]c1=O)N/N=C/c1ccccc1	-5	-8	3	-1	-0.2	0.0	-3	4	0.9	-0.4	-1.1
O=C(O)c1ccc(N/N=C/C(Br)=C/c2ccccc2)cc1	2	-6	-3	3	-0.6	5.2*	-18	0	22*	8.1*	0.8
COCc1cc(=O)n2[nH]c(-c3cccs3)cc2n1	-26	-20	-1	6	3.8	-0.2	-39	-3	1.9	0.9	-1.6
CN(C)c1ccc(NC(=O)COC(=O)c2cc(=O)c3ccccc3o2)cc1	0	1	1	2	1.5	-0.7	2	-2	1.6	-0.2	-1.4
O=c1c(Cc2c(F)cccc2Cl)c(O)ccn1CC1CCCO1 (stereo not drawn)	-9	1	10	3	-1.5	-0.2	0	-5	3.8	-0.9	-2.2
CCOC(=O)c1cc(CN2CCOCC2)oc1-c1ccccc1	-2	0	1	-1	-0.1	-0.8	2	0	1.1	-1.8	-1.0
Cc1csc(NC(=O)c2ccc(COc3cccc(Cl)c3)o2)n1	2	-10	8	0	x	2.4	-28	-1	1.9	2.1	-0.9
COc1ccc(NC(=O)CSc2nc3ccccc3nc2N2CCCC2)cc1Cl	-5	-9	1	2	0.2	-1.3	-8	-1	0.1	-1.4	-1.5
Cn1cnc(C(=O)N2CCN(c3ccccc3)CC2)c1C(=O)N1CCN(c2ccccc2)CC1	-2	-1	4	6	1.1	-0.5	0	2	1.1	-0.7	-0.7
C=CCN(CC(=O)NCc1ccc(F)cc1)C(=O)c1csnn1	-1	1	-6	7	1.9	0.1	1	-1	-1.3	-0.3	-0.5
OC[C@@H]1CN(Cc2ccc3c(c2)OCO3)C[C@H](n2cnc3c(NC4CCCC4)ncnc32)O1	-1	3	7	-4	x	-0.9	3	-2	4.4	-1.4	-1.2
O=C(NC(=S)N1CCN(C/C=C/c2ccccc2)CC1)c1ccco1	1	-5	-3	4	1.5	0.2	3	-1	0.3	0.3	-1.2
O=C1CCC(=O)N1c1ccc(NCc2ccccc2Cl)c([N+](=O)[O-])c1	1	7	-2	-1	-0.9	-0.2	3	4	-2.2	-1.7	-1.2
O=C(c1ccco1)N1CCN(C2CCCC2)CC1	1	7	0	1	-0.2	0.3	2	1	1.9	-0.6	-1.2
Cc1ccc(-c2nc(N)sc2CC(=O)OCC(=O)NC2CCCC(C)C2C)cc1 (stereo not drawn)	2	-3	4	-1	0.1	0.2	-6	2	-0.3	0.6	-1.1
O=C(C=Cc1ccccc1)c1cc(Br)ccc1O	-2	-2	-4	2	-0.6	-0.3	-3	1	3.8	-0.1	-1.4
S=C(NCCSCc1ccc(Cl)c(Cl)c1)Nc1ccccc1	6	-1	-6	0	-1.0	-1.1	-2	-1	-1.3	-1.8	-1.3
CC1CCCCN1C(=O)CSc1nnc(-c2ccc(Cl)s2)o1 (stereo not drawn)	-6	-9	2	1	0.3	0.1	-11	3	3.4	0.8	-1.5
COc1ccccc1CN(Cc1cc2cc(C)ccc2[nH]c1=O)Cc1nnnn1Cc1ccco1	-5	-13	3	9	-0.4	0.0	-17	-2	-1.0	-2.2	-1.7
CC1CCCCC1NC(=O)COC(=O)C12CC3CC(CC(Cl)(C3)C1)C2 (stereo not drawn)	0	0	1	-2	6.0*	0.0	4	-3	1.6	0.3	-1.9
O=C(Cc1cccc(NC(=O)C2CCCN(C(=O)C3CCCCC3)C2)c1)Nc1cccc(C(=O)N2CCCCC2)c1 (stereo not drawn)	3	-3	-2	8	0.0	0.2	2	-6	1.7	3.5	-0.7
CCC(Sc1ncccc1C(=O)OC(C)C)C(=O)NCc1ccco1 (stereo not drawn)	-5	-3	-1	-2	-1.1	-0.8	-3	0	-0.5	-2.9	-1.0
C=CCNC(=O)CC(=O)N/N=C/c1cccs1	-3	4	0	0	0.7	0.4	-7	2	1.1	-1.9	-0.7
Cc1cccc(C)c1-n1nnnc1-c1nc2cc3ccccc3cc2[nH]c1=O	-1	-16	-3	-5	x	-2.8	-22	2	4.5	0.1	-0.4
O=C(NCCNCc1ccccc1)c1ccco1	-6	-25	-5	-16	0.4	3.3	-39	-1	6.2	2.6	-0.1
CN(C)c1nc(N)ncc1-c1ccc(Oc2ccccc2)cc1	-3	3	2	10	-0.7	-0.2	-5	0	-2.3	-1.7	-0.8
CN(CCO)c1cc(N2CCCCC2)c2nonc2c1[N+](=O)[O-]	4	3	-17	13	0.5	-0.8	3	4	0.7	-0.8	-1.4
O=C(COC(=O)CCC(=O)c1ccc(Cl)cc1)NC1CC1	-3	-2	-2	-1	-0.3	-0.7	-1	1	-1.2	0.8	-1.4
Cc1cc(/C=N/NC(=O)Cn2c3ccccc3c(=O)c3ccccc32)c(C)n1-c1ccc(Cl)cc1	-209	-116	2	2	-0.4	-0.2	-143	-1	-0.4	2.0	-0.2
CCCc1cc(=O)oc2cc(C)cc(O)c12	-5	-114	-5	-1	-0.1	-1.4	-142	1	-0.7	-1.9	-1.6
O=C(CNC(=O)c1ccc(Br)o1)NNC(=O)c1ccccc1F	-3	-1	5	-4	1.2	-0.8	-7	-1	2.1	-0.3	-0.9
O=[N+]([O-])c1cc([N+](=O)[O-])c2cccnc2c1Oc1ccccc1O	3	-1	-13	7	-0.1	0.3	0	-4	1.1	1.1	-0.2
Cc1cc(C)n(CC(O)COc2ccccc2)n1 (stereo not drawn)	-3	3	3	-2	-0.1	0.0	3	-1	1.4	-1.1	-1.7
COc1cccc2cc(CC(=O)c3cc(C)ccc3C)c(=O)oc12	-1	-6	1	1	-0.2	-0.3	-8	4	-2.7	-1.1	-1.4

Compound activity deposited in PubChem BioAssay by several laboratories.
